T cell modulator – modulates CD8 T cell binding to vesicles; 0.068% of 330,000 active; AID 2052; 2C CD8+ T cell-vesicle binding, flow cytometry; active compounds read low; calls only at 7 µM;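 active = response, share of CD8 T cells binding vesicles, and their 90th percentile fluorescence all below set limits, cut at about 80% in these data, passing the limit was not always enough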
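Incubation: binding step 1.5 h, 37 °C, antibody labelling 20 min, ice; system: murine 2C transgenic CD8+ T lymphocytes; technique: cytometric PE anti-B7-1 and Alexa647 anti-CD8 signals after 1% paraformaldehyde fixation; also added: QL9-charged Drosophila Ld/ICAM-1/B7-1 vesicles; control set: naked versus QL9-loaded vesicles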
T cell modulator vesicle-bound % – second read-out of T cell modulator, no call of its own (marks repeat the call); double positive events, %; measured here: CD8+ vesicle-bound cell fraction;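 binding gate set so that unloaded-vesicle control wells show 10% double positive cells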
Numbers without * were called inactive; i = inactive. Not all compounds are listed; rates above refer to the full screens.

SMILES | T cell modulator | T cell modulator vesicle-bound %
O=C(O)c1cc(-c2ccccc2Cl)n(-c2ccccc2)n1 | i | 22
CCc1noc(C)c1C(=O)OC(C)C(=O)Nc1ccc2c(c1)OCO2 (stereo not drawn) | i | 0
CN(CC(=O)Nc1ccccc1Cl)CC(=O)c1c(N)n(Cc2ccccc2)c(=O)n(C)c1=O | i | 54
OCCNc1nc(Nc2ccccc2Oc2ccccc2)nc(N2CCCC2)n1 | i | 26
COC(=O)[C@]1(Cc2ccccc2)N[C@H](CN(C)S(=O)(=O)c2ccc(-c3ccccc3)cc2)[C@@H]2C(=O)N(C)C(=O)[C@@H]21 | i | 8
COc1ccc(S(=O)(=O)Nc2ccc3c(c2)CC(=O)N([C@H](C)CO)C[C@H](C)[C@H](CN(C)C(=O)Nc2ccc4c(c2)OCO4)O3)cc1 | i | 14
CN(C(=O)CSc1nc2ccccc2c(=O)n1-c1ccccc1Cl)C1CCS(=O)(=O)C1 (stereo not drawn) | i | 47
COc1cc(OC)cc(OC(=O)C2CCN(C(=O)c3ccc(Cl)cc3)CC2)c1 | i | 27
O=c1cc(N/N=C/c2ccccc2)[nH]c(=O)[nH]1 | i | 31
C=CC[C@@H](CC(=O)N[C@H](CO)Cc1ccccc1)C(=O)N[C@@H](C)COC(=O)[C@@H](CC=C)CC(=O)OC(C)(C)C | i | 11
CCOC(=O)C1CCCN(C(=O)c2ccc(C)c(S(=O)(=O)N3CCCCC3)c2)C1 (stereo not drawn) | i | 16
O=C(CSc1nncs1)NC1CCCCCCC1 | i | 29
O=C(/C=C/c1ccc(Cl)cc1)Nc1cc(S(=O)(=O)N2CCOCC2)ccc1N1CCOCC1 | i | 56
O=[N+]([O-])c1ncc(Br)cc1Nc1ccccc1 | i | 37
CCCn1nc(C(=O)NNC(=O)CCCOc2ccc(OC)cc2)c2ccccc2c1=O | i | 50

Next part, overlapping the part above by five compounds.
SMILES | T cell modulator | T cell modulator vesicle-bound %
CCOC(=O)C1CCCN(C(=O)c2ccc(C)c(S(=O)(=O)N3CCCCC3)c2)C1 (stereo not drawn) | i | 16
O=C(CSc1nncs1)NC1CCCCCCC1 | i | 29
O=C(/C=C/c1ccc(Cl)cc1)Nc1cc(S(=O)(=O)N2CCOCC2)ccc1N1CCOCC1 | i | 56
O=[N+]([O-])c1ncc(Br)cc1Nc1ccccc1 | i | 37
CCCn1nc(C(=O)NNC(=O)CCCOc2ccc(OC)cc2)c2ccccc2c1=O | i | 50
COc1ccc2c(-c3ccc(SC)cc3)c(-c3ccc(S(C)(=O)=O)cc3)sc2c1 | i | 11
COc1cccc(N2CCN(C(=O)CCC(=O)c3ccc(Cl)s3)CC2)c1 | i | 36
Cc1ccc(-c2csc(NC(=O)c3c(C)noc3C)n2)cc1C | i | 8
O=C(COC(=O)CSc1ccc(Cl)cc1)Nc1ccccc1 | i | 37
Cc1ccc(NC(=O)C2CCC(C(C)(C)C)CC2)cc1S(=O)(=O)N1CCOCC1 (stereo not drawn) | i | 52
O=C(NCC(=O)N1CCOCC1)c1ccc(Cl)c(Cl)c1 | i | 45
c1csc(CNc2ncnc3ccc(-c4ccc5c(c4)OCCO5)cc23)c1 | i | 13
COc1ccc(CCNC(=O)CN2C(=O)NC(c3ccccc3)(c3ccccc3)C2=O)cc1 | i | 38
CCc1ccc(N2CC(C(=O)N/N=C/c3ccccc3)CC2=O)cc1 (stereo not drawn) | i | 37
COc1ccc(C(=O)C(C)Sc2nnc(C3CC3)n2C2CC2)cc1 (stereo not drawn) | i | 35
COc1ccc([C@H]2CC(=O)C=C(c3cc(C)ccc3OC)C2)cc1 | i | 22
Cc1c(NC(=O)/C=C/c2cn(-c3ccccc3)nc2-c2ccc(F)cc2)c(=O)n(-c2ccccc2)n1C | i | 47
O=C(O)c1cccc2c1C(=O)c1ccc(-c3ccc(Cl)c(C(F)(F)F)c3)cc1S2(=O)=O | i | 29
CCN(C[C@H]1N[C@@](CC)(C(=O)OC)[C@H]2C(=O)N(C)C(=O)[C@@H]12)C(=O)Nc1ccc(C)cc1 | i | 11
O=C(CCNC(=O)c1ccco1)Nc1nc(-c2ccccc2)cs1 | i | 58
COc1ccccc1-c1csc2ncnc(Sc3nnnn3C)c12 | i | 40
Brc1ccccc1OCCN1CCCC1 | i | 17
O=c1c2ccccc2sn1-c1ccc(F)cc1 | i | 17
O=C(COC(=O)c1c[nH]c(=O)[nH]c1=O)Nc1cccc([N+](=O)[O-])c1 | i | 34
Cc1ccsc1C(=O)OCC(=O)N(C)C1CCCCC1 | i | 21
COc1ccccc1N(CC(=O)Nc1cc(C)on1)S(=O)(=O)c1cccc(C(F)(F)F)c1 | i | 42
C=CC[C@@H](CC(=O)N[C@H](CO)Cc1ccccc1)C(=O)N[C@@H](COC(=O)[C@@H](CC=C)CC(=O)OC(C)(C)C)Cc1ccccc1 | i | 17
Cc1nnc(SCC(=O)Nc2cccc(Br)c2)s1 | i | 9
O=C(COc1ccccc1F)NNC(=O)Cn1c(=O)cnc2ccccc21 | i | 50
Cc1ccc(OCC(=O)Nc2ccccc2C(=O)NC2CC2)cc1 | i | 16
CC(=O)c1ccc(NC(=O)COC(=O)Cn2cnc3ccccc32)cc1 | i | 33
CC(C)CN1CCC(=O)N([C@H](CO)Cc2ccccc2)CC1 | i | 34
N#Cc1ccsc1NC(=O)COC(=O)c1ccc(Br)o1 | i | 55
N#Cc1ccccc1S(=O)(=O)N1CCN(C(=O)Cc2coc3cc(O)ccc23)CC1 | i | 40
C[C@H](CO)N1C[C@H](C)[C@@H](CN(C)C(=O)Nc2ccc(C(F)(F)F)cc2)Oc2c(NC(=O)NC3CCCCC3)cccc2C1=O | i | 13
Cc1noc(C)c1NC(=O)N(C)C[C@@H]1Oc2c(NC(=O)NC(C)C)cccc2C(=O)N([C@@H](C)CO)C[C@@H]1C | i | 8
CCN(C[C@H]1N[C@@](C)(C(=O)OC)[C@H]2C(=O)N(C)C(=O)[C@@H]12)C(=O)Nc1ccc(C(F)(F)F)cc1 | i | 5
CNc1ccc(C(=O)OCC(=O)NC(=O)NC2CCCCC2)cc1[N+](=O)[O-] | i | 25
Cn1ccc2cc(-c3ccc4ncnc(NCc5cccs5)c4c3)ccc21 | i | 6
Cc1ccc(C2=NCCn3nc4cc(C(F)(F)F)ccc4c32)cc1 | i | 44
CC(OC(=O)COc1ccc(C#N)cc1)C(=O)c1ccccc1 (stereo not drawn) | i | 38
O=C(COc1ccc(S(=O)(=O)N2CCOCC2)cc1)NC1CCCCC1 | i | 47
COc1ccccc1C1=CC(=O)CC(C)(C)C1=O | i | 14
COc1ccc(CC(O)CC2c3c(cc4c(c3OC)OCO4)CCN2C)cc1 (stereo not drawn) | i | 33
Cc1ccc(C(=O)c2c3ccccc3[n+]([O-])n2CCC(=O)O)cc1 | i | 40
CC(C)Cc1nnc(NC(=O)c2cccc(S(=O)(=O)N3CCOCC3)c2)s1 | i | 27
COc1ccc(NC(=O)COC(=O)C2CC2)c(OC)c1 | i | 33
CN(CC(=O)Nc1ccccc1C(F)(F)F)C(=O)C1CC1 | i | 45
C=C1C[C@H](O[C@@H]2O[C@H](CO)[C@@H](O)[C@H](O)[C@H]2O)[C@@H]2[C@H](OC(=O)[C@H]2C)[C@H]2[C@H](C)[C@@H](O)C[C@@H]12 | i | 45
CCc1ccc(Nc2nnc(SC(C)C(=O)NC3CC3)s2)cc1 (stereo not drawn) | i | 49
CCOc1ccc(NC(=O)CN2CCN(C(=O)c3ccco3)CC2)cc1S(=O)(=O)N1CCCC1 | i | 45
CSc1ccccc1C(=O)OCC(=O)N1CCCCCC1 | i | 16
CC(C)[C@@H](N)C(=O)NCC1CCC(C(=O)N[C@@H](Cc2ccccc2)C(=O)O)CC1 (stereo partly drawn) | i | 31
CC(C)(C)OC(=O)N1Cc2ccccc2C[C@H]1C(=O)N1CCC[C@H]1C(=O)O | i | 23
Cc1cc(C(=O)c2ccc3ccccc3c2)c(C)o1 | i | 22
COC(=O)C1=C(C)N(Cc2ccccc2)C(=NCCCOC(C)C)N[C@H]1c1ccccc1 | i | 17
C[C@@]12C(=O)Nc3ccc(Cl)cc3C(=O)N1[C@H]1c3cc(Br)ccc3OC[C@@H]1[C@@H]2c1ccccc1 | i | 20
CCCOc1ccc(C=Nc2ccc(OC)c(S(=O)(=O)N3CCOCC3)c2)c(O)c1 | i | 14
CC(C)(C)OC(=O)C[C@H]1C/C=C\C[C@@H](CC(=O)N(CCO)Cc2ccccc2)C(=O)N2CCC[C@@H]2COC1=O | i | 3
Nc1ccc(N)c(C(=O)O)c1 | i | 16
CNc1snc(C)c1C(=O)OC(C)C(=O)Nc1cccc(C)c1 (stereo not drawn) | i | 56
O=C(CN1CCN(C(=O)c2cncn2-c2ccc(F)cc2)CC1)Nc1ccccc1C(F)(F)F | i | 39
Cc1cc(Cl)ccc1OCCCC(=O)OCC(=O)Nc1cccc(S(N)(=O)=O)c1 | i | 40
COC(=O)C1CCN(CC(=O)Nc2ccc3c(c2)OCCO3)CC1 | i | 44
Cc1cnc(C(=O)OCC(=O)c2c[nH]c3ccccc23)cn1 | i | 32

(listing goes on)
SMILES | T cell modulator | T cell modulator vesicle-bound %
COc1cccc(NC(=O)CN(C)C(=O)c2ccc3c(c2)C(=O)N(CCC(C)C)C3=O)c1 | i | 18
O=C(CN1C(=O)NC2(CCCCC2)C1=O)N1CCN(S(=O)(=O)c2cccc([N+](=O)[O-])c2)CC1 | i | 23
Cc1ccc(C(=O)NC2CC3CCC(C2)N3C)cc1 (stereo not drawn) | i | 34
C[C@H]1COC(=O)CCC/C=C\C[C@H](CC(=O)N(CCO)Cc2ccccc2)C(=O)N1 | i | 12
O=C(COC(=O)/C=C/c1cccs1)Nc1ccc(F)cc1 | i | 46
CN=C1S/C(=C\c2ccc(O)c(OC)c2)C(=O)N1C | i | 51
Cc1ccc(NC(=O)CSc2nncs2)cc1Cl | i | 16
CN(Cc1ccc(Cl)c(Cl)c1)C(=O)C1CSC2(C)CCC(=O)N12 (stereo not drawn) | i | 42
O=C1CCCCC1 | i | 37
COC(=O)[C@]1(C)N[C@H](CN(C)C(=O)Nc2ccc(Cl)cc2)[C@@H]2C(=O)N(C)C(=O)[C@@H]21 | i | 11
Cc1ccc(S(=O)(=O)N2CCOCC2)cc1NC(=O)c1ccc(F)cc1F | i | 47
COc1cc(C(=O)OCC(=O)Nc2ccc(S(=O)(=O)N3CCCC3)cc2)cc(OC)c1OC | i | 57
Cc1ccsc1CN(C)C(=O)CN1C(=O)NC2(CCCc3ccccc32)C1=O (stereo not drawn) | i | 5
CCC1Nc2ncnc(N3CCOCC3)c2N(Cc2ccc(Br)cc2)C1=O (stereo not drawn) | i | 28
CCc1ccc(N2CC(C(=O)Nc3cccc(C(=O)NC4CC4)c3)CC2=O)cc1 (stereo not drawn) | i | 42
CC1(c2ccccc2)NC(=O)N(CC(=O)NCC2CCCO2)C1=O (stereo not drawn) | i | 11
O=S1(=O)N=C(N(CCO)/N=C/c2ccc(Cl)cc2)c2ccccc21 | i | 39
CC1CN(C(=O)CSc2nc(N)cc(N)n2)CC(C)O1 (stereo not drawn) | i | 24
C=CC[C@H](CC(=O)NCCO)C(=O)N[C@H](C)COC(=O)[C@@H](CC=C)Cc1ccc(F)cc1 | i | 5
COc1ccc(CN(C)C(=O)/C=C/c2ccc(S(=O)(=O)N3CCCCCC3)cc2)cc1 | i | 36
COc1ccc2c(-c3cnc(N4CCOCC4)nc3)c(-c3ccc(S(C)(=O)=O)cc3)sc2c1 | i | 16
COc1ccc(S(=O)(=O)N(C)C[C@H]2Oc3c(NC(=O)C4CCCCC4)cccc3C(=O)N([C@H](C)CO)C[C@@H]2C)cc1 | i | 24

Complete entries as entered above.
Results for `COc1ccc(S(=O)(=O)N(C)C[C@H]2Oc3c(NC(=O)C4CCCCC4)cccc3C(=O)N([C@H](C)CO)C[C@@H]2C)cc1` → T cell modulator: i; T cell modulator vesicle-bound %: 24
Results for `CC1CN(C(=O)CSc2nc(N)cc(N)n2)CC(C)O1` (stereo not drawn) → T cell modulator: i; T cell modulator vesicle-bound %: 24
Results for `O=S1(=O)N=C(N(CCO)/N=C/c2ccc(Cl)cc2)c2ccccc21` → T cell modulator: i; T cell modulator vesicle-bound %: 39
